AmpC inh no detg: qHTS Inhibitors of AmpC Beta-Lactamase (assay without detergent); actives 0.52% (n = 330,000); AID 485341, 2010; AmpC nitrocefin hydrolysis, absorbance 480 nm, 0.0001% Triton; P00811; Potency, µM (highest dose often 57.1 µM), for inactives: top-dose activity change, negative = inhibition, actives largely listed as inhibitors;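 note: potency is the fitted concentration of half-maximal effect; plate controls were no compound for no effect and no enzyme for full effect; nearly all actives have a fitted effect of over 20% in size; some results filed as inactive show a strong effect at the top dose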
Target sequence (P00811 whole entry, looked up): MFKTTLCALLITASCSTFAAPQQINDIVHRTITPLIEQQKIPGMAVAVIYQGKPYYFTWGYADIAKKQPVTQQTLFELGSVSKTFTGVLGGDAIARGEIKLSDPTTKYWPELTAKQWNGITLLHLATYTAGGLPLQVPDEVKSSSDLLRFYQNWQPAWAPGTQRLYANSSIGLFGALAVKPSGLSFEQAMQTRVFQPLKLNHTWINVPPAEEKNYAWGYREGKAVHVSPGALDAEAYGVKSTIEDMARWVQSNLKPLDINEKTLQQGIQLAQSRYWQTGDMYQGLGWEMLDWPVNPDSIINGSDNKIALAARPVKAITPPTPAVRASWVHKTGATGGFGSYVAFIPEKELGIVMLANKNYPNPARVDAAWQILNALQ
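AmpC (5.3 nM in the dispensed reagent) in 20 mM phosphate pH 7.0 with 0.01% (detergent screen) or 0.0001% Triton X-100 was preincubated with compounds for 15 min at room temperature. Nitrocefin was then added from an 800 uM solution, and hydrolysis was followed at 480 nm.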
Giardia FBPA inh: qHTS Assay for Inhibitors of Fructose-1,6-bisphosphate Aldolase from Giardia Lamblia | A8B2U2 | purified Giardia FBPA | Potency, µM (titrated, usually from 59.6 µM), without a hit: at the top dose activity, negative = inhibition, usual class: inhibitors | actives 0.71% (n = 290,000) | AID 2451, 2010; note: potency is the fitted concentration of half-maximal effect; nearly all actives have a fitted effect of over 55% in size
Target sequence (A8B2U2 whole entry, looked up): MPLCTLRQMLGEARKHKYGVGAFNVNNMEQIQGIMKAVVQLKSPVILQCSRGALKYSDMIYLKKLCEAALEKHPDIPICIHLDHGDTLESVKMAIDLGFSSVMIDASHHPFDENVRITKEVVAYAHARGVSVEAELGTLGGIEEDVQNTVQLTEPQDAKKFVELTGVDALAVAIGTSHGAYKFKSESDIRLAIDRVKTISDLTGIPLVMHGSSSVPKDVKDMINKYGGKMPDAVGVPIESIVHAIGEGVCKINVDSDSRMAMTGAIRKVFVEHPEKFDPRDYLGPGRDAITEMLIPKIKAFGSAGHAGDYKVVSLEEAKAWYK
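40 nM FBPA preincubated 10 min at RT with compound (up to 57.5 uM final), then substrate plus GAPDH/TPI/NAD/arsenate coupling and diaphorase/resazurin added. Fluorescence read after 20 min at RT, 525/598 nm.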
HCMV inh: qHTS Assay for inhibitors of the human cytomegalovirus (HCMV). HFF cells, HCMV-luciferase reporter, 72 h; stronger effect = lower value. activity change, negative = inhibition, % at 57.5 µM. actives 4.5% (n = 410,000). AID 1259415, 2018; in the data active = activity change below about -60%; inconclusive = no clear call, values can overlap the other calls; inactive = above about -39%
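Steps: HFFs plated, 16 h 37C; compounds added; HCMV-luciferase added to MOI 1 PFU/cell; 72 h 37C; OneGlo reagent, 5 min room temperature; luminescence read, normalized to controls.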
AmpC inh detg: qHTS Inhibitors of AmpC Beta-Lactamase (assay with detergent) | AmpC hydrolysis of nitrocefin, absorbance 480 nm, 0.01% Triton | Potency, µM (doses to about 114 µM), for the others: top-dose activity change, negative = inhibition, actives largely listed as inhibitors | actives 0.041% (n = 370,000);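 note: potency is the fitted concentration of half-maximal effect; 0% = no-compound wells and -100% = no-enzyme wells; nearly all actives have a fitted effect of over 25% in size; some results filed as inactive show a strong effect at the top dose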
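AmpC (5.3 nM in the dispensed reagent) in 20 mM phosphate pH 7.0 with 0.01% (detergent screen) or 0.0001% Triton X-100 was preincubated with compounds for 15 min at room temperature. Nitrocefin was then added from an 800 uM solution, and hydrolysis was followed at 480 nm.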
AMA1 RON2 block: qHTS for Inhibitors of AMA1-RON; Towards Development of Antimalarial Drug Lead: Primary Screen | Plasmodium falciparum AMA1 (3D7) - RON2 peptide interaction | AlphaScreen AMA1-biotinylated RON2 peptide binding | Potency, µM (doses to about 58.2 µM), inactives show at the top dose activity change, negative = inhibition, actives largely listed as inhibitors | actives 0.2% (n = 360,000);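 note: potency is the fitted concentration of half-maximal effect; 0% = vehicle wells and -100% = peptide control; nearly all actives have a fitted effect of over 45% in size; some results filed as inactive show a strong effect at the top dose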
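AMA1 (3D7) with his tag at 25 nM final met compounds first, then biotinylated RON2 peptide at 25 nM; detection used donor plus acceptor beads, 10 µg/mL apiece, read by AlphaScreen after 30 min at room temperature.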
Sm TGR inh: qHTS Assay for the Inhibitors of Schistosoma Mansoni Peroxiredoxins; Schistosoma mansoni thioredoxin glutathione reductase (TGR), Q962Y6; purified TGR, DTNB reduction, TNB absorbance 405 nm; Potency, µM (series often up to 114 µM), for the others: top-dose activity change, negative = inhibition, hits mostly inhibitors; actives 3% (n = 360,000); AID 485364, 2010; note: potency is the fitted concentration of half-maximal effect; nearly all actives have a fitted effect of over 60% in size
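Kinetic colorimetric format: TGR-catalysed, NADPH-driven DTNB reduction monitored via TNB absorbance. Enzyme dispensed at 20 nM; compound exposure 15 min at room temperature before reaction start.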
* hit, by the source's call; ? = inconclusive; . = no result given; & = joins results of further samples; [ ] = dose if it differs, or a comment. Unless noted, calls come from the whole dose curve; as a rule, active = well fitted curve in the direction sought with a large enough effect; inconclusive = small, poorly fitted or top-dose-only effect, or another doubt; inactive = no such curve, though single readings can be large; an effect the other way counts as inactive or inconclusive. Unless noted, % is set by controls: 0 for no effect and ±100 for the full control effect.

1) COc1ccccc1NC(=S)N1CCc2cc(OC)c(OC)cc2C1
2) COc1ccc(CCC(C)NCCc2ccc(Cl)cc2Cl)cc1 (centres undefined)
3) COc1ccc(/C=C/C(=O)c2cc(Br)ccc(=O)c2O)cc1
4) Nn1c(SCc2ccccc2)nnc1-c1ccccn1
5) COc1ccc(C)cc1S(=O)(=O)Nc1cccc(-c2ccc(N3CCC(C)CC3)nn2)c1
6) FC(F)(F)c1ccc(CNCCc2c[nH]c3ccccc23)cc1
7) COc1ccc(N2CCN(c3oc(-c4ccccc4C)nc3S(=O)(=O)c3ccccc3)CC2)cc1
8) O=[N+]([O-])c1cc(S(=O)(=O)N2CCCC2)ccc1NCCc1ccccc1

screen / no. | 1 | 2 | 3 | 4 | 5 | 6 | 7 | 8
AmpC inh no detg | -3% | 12% | ? | -19% | . | -12% | . | -25%
Giardia FBPA inh | -5% | -23% | ? | 2% | . | 14% | . | -1%
HCMV inh | -27 | 20 | . | 57 | 29 | 14 | -3 | -29
AmpC inh detg | ? | -1% | -12% | 2% | 11% | 6% | -2% | -6%
AMA1 RON2 block | -11% | 4% | ? | -3% | . | -2% | . | 13%
Sm TGR inh | -30% | -1% | 16µM* | -14% | 3% | -15% | 10% | 4%

9) Cc1ccc(-c2ccc(OCC(=O)N3CCOCC3)cc2)cc1
10) CN1C(C(=O)NCc2ccc(OC(F)(F)F)cc2)CC2Cn3c(nc4ccccc43)C21 (centres undefined)
11) CCN(Cc1ccc2c(c1)OCO2)C(=O)CSc1ncnc2sccc12
12) N=C(N)SCc1nc2ccccc2c(=O)n1-c1ccccc1Cl
13) Cc1cc(C)cc(NCc2nnc3n2CCCCC3)c1
14) Cc1nc2ncnn2c(C)c1Cc1c(Cl)cccc1Cl
15) S=C(NCc1ccco1)NCC1CCCO1 (centres undefined)
16) Cc1ccc(-c2noc(CCCC(=O)N3CCOCC3)n2)cc1

screen / no. | 9 | 10 | 11 | 12 | 13 | 14 | 15 | 16
AmpC inh no detg | 90%[activator] | 92%[activator] | -31% | -15% | . | -6% | 0% | 11%
Giardia FBPA inh | -4% | 0% | . | -9% | . | 0% | -2% | 1%
HCMV inh | 26 | 4 | -3 | 30 | 3 | -20 | -40 | -26
AmpC inh detg | 7% | 1% | 3% | -2% | 15% | 4% | -11% | ?
AMA1 RON2 block | 27% | 17% | -4% | 5% | . | -7% | 12% | -12%
Sm TGR inh | -3% | 3% | -6% | 7% | 3% | 13% | -5% | 0%

Results in AmpC inh no detg (2 entries from above):
| # | molecule | AmpC inh no detg |
| --- | --- | --- |
| 15 | S=C(NCc1ccco1)NCC1CCCO1 (centres undefined) | 0% |
| 9 | Cc1ccc(-c2ccc(OCC(=O)N3CCOCC3)cc2)cc1 | 90%[activator] |

(next part)
17) O=C(COC(=O)C1=COCCO1)Nc1ccc([N+](=O)[O-])cc1C(F)(F)F
18) CCOc1ccc(-n2c(=O)c3c(C)c(C(=O)N(C)C)sc3n(Cc3cc(C)ccc3C)c2=O)cc1
19) COc1ccc(Cl)cc1NC(=S)N1CCN(C(=O)C2CCCO2)CC1 (centres undefined)
20) CCOc1c(OC(C)=O)ccc(/C=C2\N=C(SCC)SC2=O)c1[N+](=O)[O-]
21) COc1ccc(CNC(=O)CCCn2nc(C)c3c(C)n(-c4ccc(C)cc4)nc3c2=O)cc1OC
22) O=S(=O)(c1ccc(Cl)cc1)N1CCC(N2CCOCC2)CC1
23) CSCCC(=O)N1CCC(n2nccc2NC(=O)CCc2ccccc2)CC1
24) CC1Cc2nc(SCC(=O)NC3CCCCC3)n(C)c(=O)c2S1 (centres undefined)

screen / no. | 17 | 18 | 19 | 20 | 21 | 22 | 23 | 24
AmpC inh no detg | -33% | . | 7% | -27% | 91%[activator] | -22% | 18% | 2%
Giardia FBPA inh | . | . | -11% | ? | -5% | -12% | . | -3%
HCMV inh | 2 | 42 | -21 | 68 | -14&-29 | -6 | 33 | ?
AmpC inh detg | -14% | -6% | 5% | ? | -1%&12% | -9% | -13% | 1%
AMA1 RON2 block | -2% | . | -1% | -2% | -5% | -24% | 7% | 9%
Sm TGR inh | 2% | 2% | 2% | -19% | -15%&-3% | 11% | 0% | -18%

25) CC(C)(C)NC(=O)c1oc2ccccc2c1NC(=O)c1ccc(F)cc1
26) COCCN=c1scc(-c2cc(OC)c(OC)c(OC)c2)n1/N=C/c1c(C)[nH]c2ccccc12
27) CCOC(=O)c1ccc(NS(=O)(=O)c2ccc3c(c2)oc(=O)n3C)cc1
28) O=c1oc(Nc2cccc(F)c2)nc2ccccc12
29) COC(=O)c1ccccc1SC1CC(=O)N(c2ccccc2)C1=O (centres undefined)
30) CC/C(=N\NC(=O)c1ccc(-c2ccccc2)cc1)C12CC3CC(CC(C3)C1)C2
31) COc1ccc(C(=O)CSc2nnc(Cn3cnc4ccccc43)o2)cc1
32) COc1ccc2c(C)c(CC(=O)NCc3ccc(C)cc3)c(=O)oc2c1OC

screen / no. | 25 | 26 | 27 | 28 | 29 | 30 | 31 | 32
AmpC inh no detg | . | 170%[activator] | -37% | -24% | -13% | -23% | -2% | .
Giardia FBPA inh | . | -4% | 8% | -3% | 2% | 4% | 3% | .
HCMV inh | -30 | 44 | 12 | 30 | -9 | 20 | ? | 17
AmpC inh detg | 32%[activator] | -10% | ? | 1% | -11% | 0% | ? | 11%
AMA1 RON2 block | . | -3%[11.6 µM] | 0% | 4% | 11% | 11% | 22% | .
Sm TGR inh | 6% | -14% | 2% | -8% | 50µM* | -2% | 0% | 5%

33) O=C(CN1C(=O)CC(c2ccccc2)=Nc2ccccc21)NCc1ccco1
34) COc1ccc(OC)c(NC(=O)C2CCN(Cc3cnn(-c4ccccc4)c3-n3cccc3)CC2)c1
35) CC1CCc2sc(C(=O)NNC(=S)NC3CC3)cc2C1 (centres undefined)
36) CCOC(=O)C1(CCOc2ccccc2)CCN(Cc2cccc3nonc23)CC1
37) CCCn1c(N)c(C(=O)CSc2nncs2)c(=O)[nH]c1=O
38) COc1ccc(CN2CSC(=S)N(Cc3ccccc3)C2)cc1
39) Cn1c(C(=O)N[C@@H](C(=O)O)c2ccccc2)cc2cc(F)ccc21
40) O=C(Cc1c(O)c2ccccc2[nH]c1=O)NC1CCCCCCC1

screen / no. | 33 | 34 | 35 | 36 | 37 | 38 | 39 | 40
AmpC inh no detg | 0% | 116%[activator] | -29% | 53% | 4% | -22% | -28% | -32%
Giardia FBPA inh | 11% | -2% | . | -6% | . | -5% | 30% | 12%
HCMV inh | -19 | 12 | 33 | -35 | 0 | ? | 31 | 87
AmpC inh detg | 0% | -10% | 3% | 8% | ? | 1% | -9% | -8%
AMA1 RON2 block | 3% | ? | 92%[activator] | 2% | -5% | 93%[activator] | -8% | -5%
Sm TGR inh | -25% | 5% | -1% | 10% | -9% | 3% | 0% | 5%[11.4 µM]

41) COc1ccc(Br)cc1CN(C)CC(=O)Nc1cccc(S(N)(=O)=O)c1
42) O=C(COC(=O)/C=C/c1ccccc1Cl)Nc1cccnc1Cl
43) O=C(COc1ccc2ccc(=O)oc2c1)NCC(O)c1ccccc1 (centres undefined)
44) O=C(O)COc1ccc(C(NC(=O)c2c(F)cccc2F)NC(=O)c2c(F)cccc2F)cc1
45) CC(C)Oc1ccc(CNC(=O)c2cc(S(=O)(=O)N3CCOCC3)cn2C)cc1
46) CCN(c1ccc(C)c(C)c1)S(=O)(=O)c1ccc2c(c1)CCN2C(=O)CCC(=O)O
47) COc1ccc(-c2cnnn2-c2ccc(N)cc2)cc1OC
48) CS(=O)(=O)N1CCCC(C(=O)NCc2ccco2)C1 (centres undefined)

screen / no. | 41 | 42 | 43 | 44 | 45 | 46 | 47 | 48
AmpC inh no detg | -27% | -25% | -22% | -13% | 34% | -35% | -16% | -13%
Giardia FBPA inh | -2% | . | . | 16% | 14% | 17% | 2% | 2%
HCMV inh | -39 | -15 | -7 | 19 | -11 | -5 | 71 | -19
AmpC inh detg | 0% | . | -3% | -13% | -9% | -5% | -1% | 0%
AMA1 RON2 block | 0% | -7% | -9% | 0% | -5% | -1% | -1% | 5%
Sm TGR inh | 7% | . | 3% | -6% | -5% | 1% | -5% | 3%

49) COc1ccccc1C(=O)NCC(=O)Nc1ccc2c(c1)OCO2
50) Cc1ccc(-n2nc(C)c3c(C(=O)Nc4ccc(Br)c(C)c4)cc(C)nc32)cc1
51) CCn1nccc1C(=O)Nc1cc(Cl)ccc1Cl
52) COc1ccc(Cl)cc1NS(=O)(=O)c1cccc(C(=O)NCC(C)(C)N2CCOCC2)c1
53) CCCN(CCC)C(=O)C[n+]1cccc(/C=N/O)c1
54) CCn1cc(CNC(=O)C2CCC(=O)N(C3CCCCCC3)C2)cn1 (centres undefined)
55) CCOc1ccccc1NC(=O)CSc1cn[nH]n1
56) COC(C(=O)Nc1ccc(S(=O)(=O)Nc2c(C)cccc2C)cc1)c1ccccc1 (centres undefined)

screen / no. | 49 | 50 | 51 | 52 | 53 | 54 | 55 | 56
AmpC inh no detg | -16% | . | 2% | 59% | -13% | 20% | ? | -18%
Giardia FBPA inh | . | . | 3% | . | 2% | . | . | 1%
HCMV inh | -1 | 9 | -39 | 8 | 53 | . | -30 | -17
AmpC inh detg | 0% | 16% | 2% | ? | 5% | -6% | -11% | 2%
AMA1 RON2 block | -6% | . | 9% | 28% | 6% | 16% | 15% | -5%
Sm TGR inh | -5% | 5% | -1% | -5% | 6% | 0% | 2% | 20%

57) O=C(CN1C(=O)COc2ccc(S(=O)(=O)N3CCOCC3)cc21)N1CCN(c2cccc(C(F)(F)F)c2)CC1
58) COc1ccccc1NC(=O)CSc1nnc(CNC(=O)c2ccco2)o1
59) Cn1ccnc1SCC(=O)Nc1ccc2c(c1)OC(F)(F)O2
60) CCN(c1ccccc1)S(=O)(=O)c1ccc(OC)c(NC(=O)c2cc(Cl)ccn2)c1
61) COc1ccc(S(=O)(=O)NCC(c2ccc3c(c2)OCO3)N2CCOCC2)cc1C (centres undefined)
62) CC(=O)c1ccccc1OCCOCCOCCOc1ccccc1C(C)=O
63) COc1ccc(-c2nnc(SCc3ccc(C(=O)O)cc3)o2)cc1OC
64) Nc1c2c(nc3sc4c(c13)CCCC4)CCCCCC2
65) COc1ccc(-n2nnnc2SCC(=O)Nc2nnn(C)n2)cc1

screen / no. | 57 | 58 | 59 | 60 | 61 | 62 | 63 | 64 | 65
AmpC inh no detg | . | . | -19%[11.4 µM] | -15% | 53% | -14% | -5% | -17% | -10%
Giardia FBPA inh | . | 8% | 1% | . | . | 28% | 22% | 6% | 7%
HCMV inh | -2 | -11 | . | . | -4 | 6 | 7 | 65 | 12
AmpC inh detg | 1% | 0% | -8% | ? | ? | -6% | ? | ? | ?
AMA1 RON2 block | . | 13% | . | -10% | 8% | -18% | 0% | 0% | -8%
Sm TGR inh | -14% | -11% | 6% | 45µM* | 4% | -4% | 3% | 5% | 3%

Assay outcomes (PubChem)
